Screening results (PubChem)
KLK7 zymogen act – activators of human kallikrein-7 zymogen. P49862. purified proKLK7, EDANS-DABCYL substrate fluorescence; 100% is mature enzyme control, 0% vehicle. activation, % at 7 µM. actives 0.9% (n = 370,000);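 active = activation above the mean of all tested compounds plus 3 SD, computed per campaign excluding outliers beyond control limits, cut at about 13% in these data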
PLCb3 inh – PLC-beta3 (human) inhibition, primary screen; Purified PLC-beta3, fluorogenic substrate, fluorescence; inhibition, % at 12.2 µM; actives 0.18% (n = 370,000); AID 720704; in the data active = inhibition above about 11%;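 note: 0% = median of compound wells on plate and 100% = full blocker control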
DDE Tn6 FP inh – DD(E)-Tn6 binding inhibition, primary FP screen. Fibrin DD(E) TRITC-Tn6 fluorescence polarization displacement. inhibition, % at 8.3 µM. AID 720509. P02675. actives 0.21% (n = 370,000);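 active = inhibition above a per-campaign cutoff: mean of compounds within control limits plus 3 SD, cut at about 15% in these data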;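 note: 0% = median of all compound wells on the plate and 100% = blocking peptide control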
PLCg1 inh – blocks human PLC-gamma1 enzyme activity. P19174. purified PLC-gamma1, fluorogenic substrate, fluorescence. inhibition, % at 12.2 µM. actives 0.84% (n = 370,000). AID 720700; in the data active = inhibition above about 9.5%
Target sequence (P19174 whole entry, looked up): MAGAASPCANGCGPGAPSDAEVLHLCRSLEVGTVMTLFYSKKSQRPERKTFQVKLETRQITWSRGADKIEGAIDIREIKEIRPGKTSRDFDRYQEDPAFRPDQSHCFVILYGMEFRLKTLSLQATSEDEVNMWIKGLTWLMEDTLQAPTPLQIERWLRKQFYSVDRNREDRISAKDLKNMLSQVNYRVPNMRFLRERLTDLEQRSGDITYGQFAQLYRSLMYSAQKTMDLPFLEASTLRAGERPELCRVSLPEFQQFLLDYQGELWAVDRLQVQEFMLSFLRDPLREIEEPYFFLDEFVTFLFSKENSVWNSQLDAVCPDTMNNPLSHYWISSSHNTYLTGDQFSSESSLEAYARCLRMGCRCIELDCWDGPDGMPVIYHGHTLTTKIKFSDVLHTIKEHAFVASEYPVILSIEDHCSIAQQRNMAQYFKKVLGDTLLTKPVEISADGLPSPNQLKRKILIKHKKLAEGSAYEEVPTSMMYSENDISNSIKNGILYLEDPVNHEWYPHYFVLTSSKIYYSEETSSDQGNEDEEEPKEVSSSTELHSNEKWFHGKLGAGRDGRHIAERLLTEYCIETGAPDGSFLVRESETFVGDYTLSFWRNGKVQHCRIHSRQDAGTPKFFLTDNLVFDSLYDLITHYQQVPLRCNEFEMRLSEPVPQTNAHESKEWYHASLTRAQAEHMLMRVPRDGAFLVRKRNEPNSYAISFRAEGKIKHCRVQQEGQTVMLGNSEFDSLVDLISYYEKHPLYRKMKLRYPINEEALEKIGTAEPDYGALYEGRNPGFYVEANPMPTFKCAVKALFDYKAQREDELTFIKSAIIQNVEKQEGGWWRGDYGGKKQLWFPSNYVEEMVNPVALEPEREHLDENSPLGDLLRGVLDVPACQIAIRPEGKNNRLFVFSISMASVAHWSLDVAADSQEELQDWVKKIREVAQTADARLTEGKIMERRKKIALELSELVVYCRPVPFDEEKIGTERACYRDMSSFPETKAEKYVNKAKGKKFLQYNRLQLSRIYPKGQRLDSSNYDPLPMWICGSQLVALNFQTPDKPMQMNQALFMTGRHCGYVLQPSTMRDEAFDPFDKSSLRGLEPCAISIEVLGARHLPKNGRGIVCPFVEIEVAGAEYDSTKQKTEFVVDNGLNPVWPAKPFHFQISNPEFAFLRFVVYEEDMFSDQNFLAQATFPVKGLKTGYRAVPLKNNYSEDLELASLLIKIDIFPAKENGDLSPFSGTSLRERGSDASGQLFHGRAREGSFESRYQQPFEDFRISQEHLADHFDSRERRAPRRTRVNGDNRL
UHRF1 binding – human UHRF1 methylated DNA binding inhibitors | Q96T88 | UHRF1 binding to methylated oligo, TR-FRET | inhibition, % at 4.4 µM | actives 0.75% (n = 370,000) | AID 687016; in the data active = inhibition above about 21%;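 note: UHRF1 SRA domain binding a hemimethylated CpG hairpin DNA probe; 0% = median of test compound wells and 100% = reference inhibitor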
ADAM17 inh – inhibitors of human ADAM17; P78536; recombinant ADAM17, EDANS/DABCYL FRET peptide cleavage; inhibition, % at 6.95 µM; actives 0.83% (n = 370,000); AID 720648;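 active = inhibition above the mean of compounds lying between control limits plus 3 SD, set per campaign, cut at about 8.5% in these data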;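 note: 0% = DMSO-only wells as the low control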
MBD2 DNA inh – inhibitors of human MBD2 binding to methylated oligonucleotide; Q9UBB5; TR-FRET; inhibition, % at 4.4 µM; actives 0.31% (n = 370,000); AID 686964; in the data active = inhibition above about 13%
Tn7 DDE FP – DD(E)-Tn7 binding inhibition, primary FP screen; actives 0.13% (n = 370,000); AID 720508; P02675; inhibition, % at 8.3 µM; FP displacement of FITC-Tn7 peptide from fibrin DD(E); 0% = median of compound wells per plate;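 active = inhibition above the mean of compounds falling within the control limits plus 3 SD of them, cut at about 14% in these data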;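 note: 0% = plate median of compound wells and 100% = 10 µM Aha-Tn7 peptide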
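Assay system: human fibrin DD(E) protein / Input: 2 µM fibrin DD(E) / Benchmarks: high control of 10 µM Aha-Tn7 peptide / Measured by: fluorescence polarization of the labelled Tn7 tracer / Medium: Tris buffer with calcium and detergent, pH 7.8 / Timing: 10 min compound pre-incubation, 3 h probe incubation at room temperature / Repeats: one replicate per compound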
ASAP1 inh – ASAP1 ArfGAP inhibition. AID 624377. actives 0.19% (n = 360,000). Q9ULH1. inhibition, % at 16.5 µM. ASAP1-stimulated ARF1 GTP hydrolysis, GDP FP detection; in the data active = inhibition above about 25%;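 note: 0% = vehicle with enzyme and substrate and 100% = no enzyme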
ARFGAP1 inhibitor – rat ARFGAP1 inhibition. Q62848. Arfgap1-stimulated ARF1 GTP hydrolysis, GDP FP detection. inhibition, % at 16.5 µM. actives 0.26% (n = 360,000). AID 651572;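 active = inhibition above a per-plate limit, mean inhibition of low control wells plus 3 SD, cut at about 25% in these data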;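 note: 0% = DMSO wells with enzyme and 100% = wells lacking Arfgap1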
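Material – truncated rat Arfgap1 GAP domain · Buffer or medium – HEPES-based buffer, pH 7.5 · Reagent – human ARF1(Δ1-17)-GTP substrate · Dosing – 16.5 µM single point, 1.26% DMSO · Schedule – GTP hydrolysis reaction 2 h at 25 °C · Technique – GDP detection by fluorescence polarization · Benchmarks – No-Arfgap1 wells (100%) versus DMSO full-reaction wells (0%) · Repeats – single replicate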
Numbers without * were called inactive; · = no result given.

no.	SMILES	KLK7 zymogen act	PLCb3 inh	DDE Tn6 FP inh	PLCg1 inh	UHRF1 binding
1	c1ccc2c(N3CCCCC3)ncnc2c1	-0.3	-2	9	-3	-1
2	Oc1ccc(N=Nc2ccc3c(c2)OCCO3)c(O)c1	0.9	-5	-11	3	-3
3	CCC1(C)Cc2c(sc3c2c(=O)n(-c2ccccc2)c(=O)n3C)CO1 (stereo not given)	-0.6	1	-7	4	0
4	O=C(COC(=O)CCCc1nc2ccccc2s1)NC(=O)NCc1ccco1	0.3	-7	0	0	-1
5	CCOC(=O)/C(C#N)=C/C1=C(N2CCOCC2)CC(C)(C)OC1	0.6	-17	-3	-7	1
6	O=C(c1cccs1)N1CCN=C1SCc1ccc(Cl)cc1	-0.4	3	-4	4	1
7	CCn1nc(C)c(CNC(=O)CC2C(=O)NCCN2Cc2ccc(C)o2)c1C (stereo not given)	0.5	-7	12	-7	1
8	Brc1ccc(/C=N/Nc2ncnc3c2cnn3Cc2ccccc2)cc1	-0.1	0	1	1	-1

no.	ADAM17 inh	MBD2 DNA inh	Tn7 DDE FP	ASAP1 inh	ARFGAP1 inhibitor
1	-1	2	8	-5	27*
2	-2	2	-3	-2	-13
3	0	-6	-3	4	-14
4	-3	2	10	-6	-2
5	-33	-6	4	-7	-1
6	2	-2	-1	6	20
7	-2	0	3	8	-1
8	-3	1	1	4	7

New compounds follow:
no.	SMILES	KLK7 zymogen act	PLCb3 inh	DDE Tn6 FP inh	PLCg1 inh	UHRF1 binding
9	CC1CN(S(=O)(=O)c2cccs2)CC(C)O1 (stereo not given)	0.2	1	-6	1	0
10	COc1ccc(-c2nn(-c3ccccc3)cc2C(=O)Nc2nccs2)cc1OC	0.9	-3	-1	1	-1
11	COc1ccc(C(=O)N/C(=C/c2ccco2)C(=O)N2CCCCCC2)cc1	0.4	-38	6	-19	-3
12	O=C(NC(Cc1c[nH]c2ccccc12)C(=O)Nc1ccc(F)cc1)c1cccs1 (stereo not given)	1.0	6	-2	2	4
13	CC(=O)Cn1c(CN2CCN(C(=O)c3ccco3)CC2)nc2c1c(=O)n(C)c(=O)n2C	0.0	-6	3	-2	-1
14	Cc1nc(Cl)sc1C(=O)Nc1ccc(Cl)cc1	-0.2	5	-1	4	2
15	COc1ccccc1C(=O)Nc1ccc(C(=O)O)cc1	-0.3	0	0	1	-1
16	CCOC(=O)C(=O)Nc1ccccc1C(N)=O	0.7	2	-6	1	-2

no.	ADAM17 inh	MBD2 DNA inh	Tn7 DDE FP	ASAP1 inh	ARFGAP1 inhibitor
9	-6	-2	1	-3	4
10	7	-2	-2	8	13
11	-6	-1	-4	-8	-1
12	4	0	5	3	7
13	-3	1	-3	8	-4
14	-4	7	0	-2	11
15	1	-1	-5	-12	13
16	-2	4	-4	16	3

(further entries)
no.	SMILES	KLK7 zymogen act	PLCb3 inh	DDE Tn6 FP inh	PLCg1 inh	UHRF1 binding
17	CCSC1=C(C#N)C(c2ccccc2Cl)C(C(=O)c2cccs2)C(O)(C(F)(F)F)N1 (stereo not given)	0.4	3	-5	7	2
18	c1ccc(-n2c(SCc3nc(-c4cccs4)no3)nnc2-c2ccco2)cc1	0.5	1	4	3	-1
19	Cc1c(S(=O)(=O)c2ccccn2)c(N)n(Cc2ccccc2)c1C	-0.9	-31	-5	-19	-6
20	CCCCSC1(SCCCC)N=C(N)C2(C#N)C(c3ccccc3)NC(C)=CC12C#N (stereo not given)	-2.8	-73	4	-71	-1
21	C[C@H](CO)N1C[C@H](C)[C@@H](CN(C)CC2CCCCC2)Oc2c(NC(=O)C3CC3)cccc2C1=O	0.0	4	-1	1	1
22	O=C(C1CCC1)N1CCc2cc(S(=O)(=O)Nc3ccc4c(c3)OCCO4)ccc21	0.1	1	4	-3	1
23	CC(C)(C)[C@@H]1COC(=O)[C@H](Cc2ccc(F)cc2)CC/C=C\C[C@@H](CC(=O)NCCO)C(=O)N1	0.4	-3	-6	-2	1
24	CCC(C(=O)NCCN1CCOCC1)n1nc(C)n2c(cc3sccc32)c1=O (stereo not given)	-0.4	-7	3	0	1

no.	ADAM17 inh	MBD2 DNA inh	Tn7 DDE FP	ASAP1 inh	ARFGAP1 inhibitor
17	4	-1	-17	14	-4
18	1	-4	5	-3	-2
19	-15	-1	-1	-14	-3
20	-88	-4	6	-8	4
21	-2	2	3	10	3
22	0	-3	-2	-5	6
23	-4	10	-8	7	-6
24	-1	-2	-1	5	1

(further entries)
no.	SMILES	KLK7 zymogen act	PLCb3 inh	DDE Tn6 FP inh	PLCg1 inh	UHRF1 binding
25	O=C(N/N=C/c1ccccc1C(=O)O)c1ccc(COc2cccc3cccnc23)cc1	0.6	-54	1	-36	2
26	O=C(Nc1cc(Br)ccc1O)C1CC(c2c(F)cccc2Cl)=NO1 (stereo not given)	-0.9	-5	-3	1	-2
27	COc1ccc(-n2c(N)c(C(=O)NCc3ccco3)sc2=S)cc1	-0.7	5	-4	4	-1
28	O=P(c1ccccc1)(c1ccccc1)c1ccc(O)cc1	-0.2	-7	-2	0	-3
29	O=C(NCc1ccccc1F)C1CCCN(S(=O)(=O)N2CCOCC2)C1 (stereo not given)	0.2	-7	-6	3	-3
30	C=CCN1C[C@@H](COCc2ccccc2)Oc2cc(F)ccc2S1(=O)=O	0.6	1	-13	-1	3
31	O=C(NCCc1cn2ccccc2n1)C1CCCCC1	0.2	-2	0	-2	5
32	Cc1ccc2nc3c(cc(S(=O)(=O)c4ccccc4)c(=N)n3C3CCCC3)c(=O)n2c1	0.3	-10	3	-7	-1

no.	ADAM17 inh	MBD2 DNA inh	Tn7 DDE FP	ASAP1 inh	ARFGAP1 inhibitor
25	-6	0	-4	-6	2
26	7	-1	-4	6	3
27	1	-3	0	16	8
28	-6	-5	1	-6	0
29	-4	-2	0	-3	-11
30	2	-5	6	·	·
31	-12	0	-1	4	-4
32	0	-2	-3	3	5

Other entries.
no.	SMILES	KLK7 zymogen act	PLCb3 inh	DDE Tn6 FP inh	PLCg1 inh	UHRF1 binding
33	CCn1c(=N)n(CCOc2ccc(OC)cc2)c2ccccc21	0.5	5	-3	2	-1
34	Cc1nnc2ccc(-c3cccc(NC(=O)Cc4cccs4)c3)nn12	0.0	-15	-3	-5	0
35	O=C(O)c1cccc(-c2csc(C(O)c3ccccc3)n2)c1 (stereo not given)	0.5	-5	-5	-1	1
36	COc1ccc2oc(C(=O)N3CCc4ccccc43)c(C)c2c1	-1.2	-15	-7	-4	3
37	NC(=O)CN1CCN(CCN2C(=O)c3cccc4cccc(c34)C2=O)CC1	0.4	-15	-1	-9	-2
38	CC1N(O)C(C)(C)C(c2ccccc2)=[N+]1[O-] (stereo not given)	0.1	-1	-2	-1	-3
39	CCOC(=O)c1cnn(-c2ccc([N+](=O)[O-])cc2)c1N	0.4	-2	-2	6	3
40	COc1ccc(C(=O)c2c3ccc([N+](=O)[O-])cc3[n+]([O-])n2CCCN)cc1	0.4	-4	-16	-6	-13

no.	ADAM17 inh	MBD2 DNA inh	Tn7 DDE FP	ASAP1 inh	ARFGAP1 inhibitor
33	-4	-1	-1	7	9
34	-7	1	10	-8	12
35	-2	2	-4	12	8
36	2	-1	1	-14	3
37	-21	-3	11	6	-11
38	-5	-1	0	-1	11
39	4	4	-11	-11	7
40	0	-10	-4	-5	13

Other records follow.
no.	SMILES	KLK7 zymogen act	PLCb3 inh	DDE Tn6 FP inh	PLCg1 inh	UHRF1 binding
41	O=C(NC1CCCCC1)c1ccc(CS(=O)Cc2ccc(Cl)cc2)o1 (stereo not given)	0.1	-7	-7	-1	1
42	N=C1CCCN1CC(=O)c1ccc(Br)cc1	0.5	3	3	2	22*
43	CCN(CC)S(=O)(=O)c1cccc(-c2nnc(SCCCC(=O)c3ccc(F)cc3)o2)c1	-0.1	0	-8	4	2
44	O=C(Nc1nc(-c2cccs2)cs1)c1ccc(Cl)cc1	0.2	-18	5	-12	4
45	Cc1cc(=O)c2ccc3ccccc3c2[nH]1	-0.2	-1	-1	-2	-3
46	CN(Cc1ccccc1)C(=O)c1cccc(NC(=O)Cc2cccc([N+](=O)[O-])c2)c1	0.0	1	3	-3	-1
47	C=CCn1c(SCC(=O)Nc2cc(C)c(Cl)cc2OC)nnc1-c1ccco1	-0.1	2	-1	2	-1
48	O=C(NCc1ccc(F)cc1)c1cc2ccccn2n1	-0.7	-3	-5	3	2

no.	ADAM17 inh	MBD2 DNA inh	Tn7 DDE FP	ASAP1 inh	ARFGAP1 inhibitor
41	-1	1	-2	1	2
42	4	6	-3	1	5
43	0	-2	5	2	10
44	6	-2	-11	6	12
45	-11	0	5	-6	3
46	3	-2	-4	0	0
47	1	2	-3	-13	-12
48	-5	2	-3	11	-2

Further entries:
no.	SMILES	KLK7 zymogen act	PLCb3 inh	DDE Tn6 FP inh	PLCg1 inh	UHRF1 binding
49	CCN(CC)S(=O)(=O)c1ccc(C(=O)NNC(=O)C2CCN(S(=O)(=O)c3ccc(Cl)cc3)CC2)cc1	0.7	0	-4	-1	0
50	Cn1nnnc1SCCNCC#Cc1ccccc1	-0.2	0	1	1	2
51	COc1ccc(OC)c(C2Nc3c(Cl)ccc(C(=O)O)c3C3C=CCC32)c1 (stereo not given)	-0.3	-11	-1	-8	1
52	O=C(Cc1ccc(Br)cc1)NCCc1ccc(F)cc1	0.2	-5	4	-2	1
53	C/C(=N\NC(=O)c1cccs1)c1ccc2ccccc2c1	-2.0	-14	-1	-5	-2
54	CC(C)(C)C(=O)OCCNc1nc(-c2ccccc2)nc2ccccc12	-0.2	-4	-2	-2	1

no.	ADAM17 inh	MBD2 DNA inh	Tn7 DDE FP	ASAP1 inh	ARFGAP1 inhibitor
49	0	5	-1	3	0
50	-2	3	-8	10	-2
51	-5	1	-2	-4	5
52	0	3	-9	-10	10
53	-7	-5	4	-3	-3
54	3	2	-6	15	14
